TCR CD3 inh – blocks the human TCR-CD3 interaction; inhibition, % at 9.4 µM; 360,000 tested, 0.37% active; TAMRA-labeled TCR probe fluorescence, biochemical; in the data active = inhibition above about 19%;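 also: recombinant mutant TCR 2C K166C tagged with TAMRA read by polarization; 0% = receptor in buffer alone and 100% = receptor with positive control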
proKLK7 act – proKLK7 (human) activation, primary screen; P49862; purified proKLK7, EDANS-DABCYL substrate fluorescence; 100% is mature enzyme control, 0% vehicle; 370,000 tested, 0.9% active; AID 652039; activation, % at 7 µM;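 active = activation above the mean of all tested compounds plus 3 SD, computed per campaign excluding outliers beyond control limits, cut at about 13% in these data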
Target sequence (P49862 whole entry, looked up): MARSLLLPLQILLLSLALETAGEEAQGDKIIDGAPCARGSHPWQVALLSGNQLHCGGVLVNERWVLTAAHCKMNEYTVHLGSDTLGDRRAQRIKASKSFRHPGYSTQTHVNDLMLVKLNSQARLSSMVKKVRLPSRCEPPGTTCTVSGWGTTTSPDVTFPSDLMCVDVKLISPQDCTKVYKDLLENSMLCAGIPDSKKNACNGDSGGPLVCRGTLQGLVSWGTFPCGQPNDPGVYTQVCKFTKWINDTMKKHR
SIAE primary – blocks human sialic acid acetylesterase | Q9HAT2 | SIAE FP-Rh probe binding, fluorescence polarization | inhibition, % at 9.66 µM | 370,000 tested, 0.69% active | AID 1053197;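 active = inhibition above a cutoff: mean of compounds within the control limits plus 3 SD of those, cut at about 17% in these data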;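 also: 0% = plate median of compound wells and 100% = probe without SIAE protein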
DDE Tn7 FP inh – DD(E)-Tn7 binding inhibition, primary FP screen. FP displacement of FITC-Tn7 peptide from fibrin DD(E); 0% = median of compound wells per plate. inhibition, % at 8.3 µM. 370,000 tested, 0.13% active. AID 720508;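 active = inhibition above the mean of compounds falling within the control limits plus 3 SD of them, cut at about 14% in these data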;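 also: 0% = plate median of compound wells and 100% = 10 µM Aha-Tn7 peptide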
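Measure: % inhibition scaled between sample-field median and high-control FP; Test system: human fibrin DD(E); Quantity: 2 µM final DD(E) protein; Doses: one dose, 8.3 µM nominal; Schedule: compound with protein 10 min, then 3 h after probe, room temperature; Detection: fluorescence polarization; Medium: Tris buffer with calcium and detergent, pH 7.8.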
Tn6 DDE FP – DD(E)-Tn6 binding inhibition, primary FP screen; P02675; Fibrin DD(E) TRITC-Tn6 fluorescence polarization displacement; inhibition, % at 8.3 µM; 370,000 tested, 0.21% active; AID 720509;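 active = inhibition above a per-campaign cutoff: mean of compounds within control limits plus 3 SD, cut at about 15% in these data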;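 also: 0% = median of all compound wells on the plate and 100% = blocking peptide control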
TDP2 inh – blocks human TDP2 phosphodiesterase activity. O95551. recombinant TDP2, T5PNP hydrolysis, p-nitrophenol absorbance 415 nm. inhibition, % at 12.8 µM. 370,000 tested, 0.34% active. AID 720702;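 active = inhibition above the mean of all tested compounds plus 3 SD, set per campaign, cut at about 25% in these data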;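 also: 0% = DMSO with enzyme and 100% = buffer with substrate but no TDP2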
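Test system: human TDP2 enzyme; Input: 120 nM TDP2 per well; Buffer or medium: Mg2+-containing Tris-HCl buffer, pH 7.5; Reagent: 5 mM T5PNP; Dosing: 12.8 µM single point, 1% DMSO; Incubation: reaction 2 h, 37 °C; Detection: p-Nitrophenol epi absorbance; Read-out: % inhibition relative to enzyme-containing and enzyme-free wells; Replicates: single well per compound.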
UHRF1 binding – UHRF1 methyl-DNA binding inhibition; Q96T88; UHRF1 binding to methylated oligo, TR-FRET; inhibition, % at 4.4 µM; 370,000 tested, 0.75% active; AID 687016; in the data active = inhibition above about 21%;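 also: UHRF1 SRA domain binding a hemimethylated CpG hairpin DNA probe; 0% = median of test compound wells and 100% = reference inhibitor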
Target sequence (Q96T88 whole entry, looked up, the tested form may be a part): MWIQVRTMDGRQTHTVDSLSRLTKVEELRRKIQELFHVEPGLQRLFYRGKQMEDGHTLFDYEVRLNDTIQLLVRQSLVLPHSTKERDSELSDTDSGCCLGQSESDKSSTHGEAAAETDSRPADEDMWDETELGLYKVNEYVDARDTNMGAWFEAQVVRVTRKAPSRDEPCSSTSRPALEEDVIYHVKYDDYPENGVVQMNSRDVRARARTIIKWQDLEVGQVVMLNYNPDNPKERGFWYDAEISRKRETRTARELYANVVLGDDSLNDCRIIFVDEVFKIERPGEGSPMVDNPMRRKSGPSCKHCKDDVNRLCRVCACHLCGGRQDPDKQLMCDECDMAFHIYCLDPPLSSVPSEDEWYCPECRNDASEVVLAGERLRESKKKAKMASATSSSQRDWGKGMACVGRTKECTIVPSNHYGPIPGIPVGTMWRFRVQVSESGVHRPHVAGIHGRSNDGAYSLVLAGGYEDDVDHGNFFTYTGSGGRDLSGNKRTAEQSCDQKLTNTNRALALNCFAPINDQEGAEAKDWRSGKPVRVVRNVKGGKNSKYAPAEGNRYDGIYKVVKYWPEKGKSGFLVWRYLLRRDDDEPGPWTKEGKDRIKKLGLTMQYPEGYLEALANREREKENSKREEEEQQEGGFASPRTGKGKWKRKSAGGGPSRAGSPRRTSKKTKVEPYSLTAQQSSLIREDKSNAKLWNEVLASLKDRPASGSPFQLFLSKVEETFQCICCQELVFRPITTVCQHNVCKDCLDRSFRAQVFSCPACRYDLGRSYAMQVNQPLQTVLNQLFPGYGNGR
PRMT1 inh – blocks human protein arginine methyltransferase 1 | Q99873 | recombinant PRMT1, activity-based probe fluorescence polarization | inhibition, % at 2.79 µM | 370,000 tested, 1.3% active;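 active = inhibition above about 21% made by adding two undisclosed values, limit read from the data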
MBD2 DNA inh – inhibitors of human MBD2 binding to methylated oligonucleotide; AID 686964; Q9UBB5; TR-FRET; inhibition, % at 4.4 µM; 370,000 tested, 0.31% active; in the data active = inhibition above about 13%
LEDGF integ inh – blocks HIV-1 LEDGF/p75-dependent DNA integration; inhibition, % at 3.7 µM; TR-FRET IN-LEDGF/p75 DNA integration, Eu/Cy5; 370,000 tested, 0.64% active;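 active = inhibition above the screen-wide mean plus 3 SD, cut at about 13% in these data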;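 also: signal is the Cy5 over europium emission ratio at 671 and 618 nm; 0% = plate median of compound wells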
Active calls of the source: *.

For CCC(CC)C(=O)N(C)c1c(C)nc2c(OCCOc3ccccc3)cccn12 the results were TCR CD3 inh 1, proKLK7 act 0.1, SIAE primary 7, DDE Tn7 FP inh -2, Tn6 DDE FP 4, TDP2 inh -3, UHRF1 binding -1, PRMT1 inh -3, MBD2 DNA inh -8 and LEDGF integ inh 3.
Screening CCCN(C(=O)COC(=O)CCOc1ccc(C)cc1)c1c(N)n(Cc2ccccc2)c(=O)[nH]c1=O returned TCR CD3 inh 3, proKLK7 act -0.3, SIAE primary -2, DDE Tn7 FP inh -6, Tn6 DDE FP -2, TDP2 inh 0, UHRF1 binding 2, PRMT1 inh -3, MBD2 DNA inh -1 and LEDGF integ inh -1.
For O=C1C2CCCN2C(c2ccccc2F)N1c1cccc(Cl)c1 (configuration not stated) the results were TCR CD3 inh 2, proKLK7 act 0.5, SIAE primary 9, DDE Tn7 FP inh -2, Tn6 DDE FP 2, TDP2 inh 6, UHRF1 binding 1, PRMT1 inh -3, MBD2 DNA inh 2 and LEDGF integ inh -2.
`CC(C)N1CCN(Cc2cccn2-c2cccnc2)CC1CCO` (configuration not stated) gave TCR CD3 inh 2, proKLK7 act 0.4, SIAE primary 2, DDE Tn7 FP inh 0, Tn6 DDE FP -7, TDP2 inh -9, UHRF1 binding 4, PRMT1 inh 2, MBD2 DNA inh 0 and LEDGF integ inh -4.
For COC(=O)C(Cc1ccc(O)cc1)NS(=O)(=O)Cc1ccccc1 (configuration not stated) the results were TCR CD3 inh -4, proKLK7 act -0.2, SIAE primary 1, DDE Tn7 FP inh 2, Tn6 DDE FP 0, TDP2 inh 2, UHRF1 binding 4, PRMT1 inh -4, MBD2 DNA inh 0 and LEDGF integ inh 3.
For O=C(CSc1ncnc2nc[nH]c12)Nc1ccc(Br)cc1Cl the results were TCR CD3 inh 1, proKLK7 act 0.0, SIAE primary -5, DDE Tn7 FP inh -3, Tn6 DDE FP -4, TDP2 inh 14, UHRF1 binding -1, PRMT1 inh -5, MBD2 DNA inh 1 and LEDGF integ inh 2.
For Cc1cc(Cl)cc(C)c1OCC(=O)N1CCN(c2ncccn2)CC1 the results were TCR CD3 inh 7, proKLK7 act -0.3, SIAE primary -18, DDE Tn7 FP inh -2, Tn6 DDE FP 14, TDP2 inh -19, UHRF1 binding 4, PRMT1 inh -3, MBD2 DNA inh 3 and LEDGF integ inh 1.
Screening O=C(NCc1ccncc1)C1CCN(S(=O)(=O)Cc2ccccc2)CC1 returned TCR CD3 inh 8, proKLK7 act 0.9, SIAE primary 3, DDE Tn7 FP inh 5, Tn6 DDE FP 4, TDP2 inh 3, UHRF1 binding -2, PRMT1 inh 2, MBD2 DNA inh -4 and LEDGF integ inh 4.
Screening O=C(O)c1cccc(Nc2nc(-c3cc4ccccc4oc3=O)cs2)c1 returned TCR CD3 inh 5, proKLK7 act 0.1, SIAE primary -32, DDE Tn7 FP inh -3, Tn6 DDE FP 5, TDP2 inh -8, UHRF1 binding -2, PRMT1 inh -1, MBD2 DNA inh -5 and LEDGF integ inh -3.
COc1ccc(/C=C/C(=O)NCCc2c[nH]c3ccccc23)cc1OC was read as TCR CD3 inh -7, proKLK7 act 0.6, SIAE primary 6, DDE Tn7 FP inh -7, Tn6 DDE FP -3, TDP2 inh 14, UHRF1 binding -3, PRMT1 inh 1, MBD2 DNA inh 0 and LEDGF integ inh -3.
COc1ccccc1CNC(=O)c1cnn2c(C(F)F)cc(C)nc12 was read as TCR CD3 inh 9, proKLK7 act 1.2, SIAE primary 1, DDE Tn7 FP inh -2, Tn6 DDE FP 1, TDP2 inh -10, UHRF1 binding 4, PRMT1 inh 1, MBD2 DNA inh 1 and LEDGF integ inh 1.
`COc1cccc(/C=C/C(=O)OCC(=O)N2c3ccccc3CC2C)c1OC` (configuration not stated) gave TCR CD3 inh 1, proKLK7 act -0.9, SIAE primary -2, DDE Tn7 FP inh 1, Tn6 DDE FP 2, TDP2 inh 0, UHRF1 binding -1, PRMT1 inh -1, MBD2 DNA inh 3 and LEDGF integ inh 1.
COc1ccc(CNc2nc(SCC(=O)NCc3ccco3)nc3ccccc23)cc1 was read as TCR CD3 inh 8, proKLK7 act -2.0, SIAE primary -4, DDE Tn7 FP inh -5, Tn6 DDE FP -4, TDP2 inh -7, UHRF1 binding 2, PRMT1 inh 0, MBD2 DNA inh -6 and LEDGF integ inh 2.
For N#Cc1c2c(c(Nc3ccc(F)cc3)n3c1nc1ccccc13)CCCC2 the results were TCR CD3 inh 0, proKLK7 act 1.1, SIAE primary -1, DDE Tn7 FP inh -2, Tn6 DDE FP -2, TDP2 inh -5, UHRF1 binding 8, PRMT1 inh -2, MBD2 DNA inh 1 and LEDGF integ inh 4.
Screening Cc1cc(=O)n(C(C)c2ccccc2)n1C(C)c1ccccc1 (configuration not stated) returned TCR CD3 inh 0, proKLK7 act 0.8, SIAE primary -2, DDE Tn7 FP inh -6, Tn6 DDE FP -1, TDP2 inh -3, UHRF1 binding 0, PRMT1 inh 1, MBD2 DNA inh -1 and LEDGF integ inh 0.
Screening CCCCC(NC(=O)c1ccc(Cl)cc1)C(=O)O (configuration not stated) returned TCR CD3 inh 4, proKLK7 act 0.4, SIAE primary -7, DDE Tn7 FP inh -5, Tn6 DDE FP -8, TDP2 inh -6, UHRF1 binding 0, PRMT1 inh -1, MBD2 DNA inh -2 and LEDGF integ inh 1.
Cn1c(SCC(=O)NC2CCCC2)nnc1-c1ccc(S(=O)(=O)N2CCOCC2)cc1 was read as TCR CD3 inh 9, proKLK7 act 0.6, SIAE primary 3, DDE Tn7 FP inh 8, Tn6 DDE FP 3, TDP2 inh 6, UHRF1 binding 2, PRMT1 inh -1, MBD2 DNA inh -10 and LEDGF integ inh 0.
Screening O=C(NCCN1CCOCC1)c1c(O)nc2ccccn2c1=O returned TCR CD3 inh -2, proKLK7 act 0.3, SIAE primary 4, DDE Tn7 FP inh -5, Tn6 DDE FP -5, TDP2 inh 14, UHRF1 binding 1, PRMT1 inh 0, MBD2 DNA inh 6 and LEDGF integ inh -1.
Screening COC(=O)c1ccc(/C=N/Nc2nc(-c3ccccc3)cs2)cc1 returned TCR CD3 inh -1, proKLK7 act -1.0, SIAE primary -3, DDE Tn7 FP inh 3, Tn6 DDE FP 3, TDP2 inh 4, UHRF1 binding -5, PRMT1 inh 0, MBD2 DNA inh -2 and LEDGF integ inh 0.
For Cc1oc2ccccc2c1-c1cn2c(n1)SCC2 the results were TCR CD3 inh -5, proKLK7 act -16, SIAE primary -8, DDE Tn7 FP inh -1, Tn6 DDE FP 3, TDP2 inh 2, UHRF1 binding 3, PRMT1 inh 0, MBD2 DNA inh 1 and LEDGF integ inh 1.
`CCOC(=O)c1c(NC(=O)CSc2nccn2C)sc(C(=O)NC)c1C` gave TCR CD3 inh 2, proKLK7 act 0.2, SIAE primary 1, DDE Tn7 FP inh 3, Tn6 DDE FP -1, TDP2 inh 5, UHRF1 binding -2, PRMT1 inh -1, MBD2 DNA inh -7 and LEDGF integ inh 1.
Screening CN(C)C(=O)c1cc([N+](=O)[O-])ccc1O returned TCR CD3 inh -2, proKLK7 act -0.1, SIAE primary 1, DDE Tn7 FP inh 5, Tn6 DDE FP -3, TDP2 inh -5, UHRF1 binding 0, PRMT1 inh 7, MBD2 DNA inh -2 and LEDGF integ inh -3.
For COc1cc(C(=O)NNC(=O)c2ccc3c(c2)OCCO3)cc(OC)c1OC the results were TCR CD3 inh 0, proKLK7 act -0.6, SIAE primary -5, DDE Tn7 FP inh -5, Tn6 DDE FP 8, TDP2 inh -4, UHRF1 binding -2, PRMT1 inh -1, MBD2 DNA inh 4 and LEDGF integ inh 0.
For Cc1cc(C)c(S(=O)(=O)N2CCN(C(=O)CCOc3ccccc3C)CC2)c(C)c1 the results were TCR CD3 inh -3, proKLK7 act -0.2, SIAE primary 14, DDE Tn7 FP inh 4, Tn6 DDE FP 2, TDP2 inh -10, UHRF1 binding -1, PRMT1 inh -3, MBD2 DNA inh 3 and LEDGF integ inh 2.
`Oc1ccc(/C=N/n2c(-c3ccco3)csc2=Nc2cccnc2)c(O)c1` gave TCR CD3 inh 3, proKLK7 act -2.5, SIAE primary 5, DDE Tn7 FP inh 2, Tn6 DDE FP -21, TDP2 inh -10, UHRF1 binding -14, PRMT1 inh 29*, MBD2 DNA inh 5 and LEDGF integ inh 2.
Screening O=C(C(O)c1ccccc1)N1N=C(c2ccccc2)CC1(O)C(F)(F)F (configuration not stated) returned TCR CD3 inh 3, proKLK7 act 0.4, SIAE primary -3, DDE Tn7 FP inh -1, Tn6 DDE FP -4, TDP2 inh 0, UHRF1 binding -1, PRMT1 inh 0, MBD2 DNA inh -3 and LEDGF integ inh -2.
`O=C(Oc1ccccc1C(=O)N1CCOCC1)c1ccc(F)cc1` gave TCR CD3 inh -4, proKLK7 act 0.4, SIAE primary -1, DDE Tn7 FP inh 3, Tn6 DDE FP 5, TDP2 inh -12, UHRF1 binding 2, PRMT1 inh -4, MBD2 DNA inh -3 and LEDGF integ inh 3.
Screening Cc1n[nH]c(C)c1S(=O)(=O)N1CCCC(C(=O)Nc2ccc(Br)cc2)C1 (configuration not stated) returned TCR CD3 inh -3, proKLK7 act -0.1, SIAE primary -1, DDE Tn7 FP inh -2, Tn6 DDE FP -1, TDP2 inh 14, UHRF1 binding 1, PRMT1 inh -2, MBD2 DNA inh 1 and LEDGF integ inh 3.
`O=C(NC12CC3CC(CC(C3)C1)C2)c1cc([N+](=O)[O-])ccc1Cl` gave TCR CD3 inh -2, proKLK7 act 0.7, SIAE primary -4, DDE Tn7 FP inh 7, Tn6 DDE FP 0, TDP2 inh 9, UHRF1 binding -1, PRMT1 inh 2, MBD2 DNA inh 3 and LEDGF integ inh -3.
N#Cc1ccc(NC(=O)COC(=O)c2ccc(F)c(S(=O)(=O)N3CCOCC3)c2)cc1 was read as TCR CD3 inh -1, proKLK7 act -0.2, SIAE primary 0, DDE Tn7 FP inh 5, Tn6 DDE FP -2, TDP2 inh 0, UHRF1 binding -1, PRMT1 inh 1, MBD2 DNA inh -3 and LEDGF integ inh -4.
`Cc1c(OCC(=O)NCc2ccccn2)ccc2c3c(c(=O)oc12)CCCC3` gave TCR CD3 inh 3, proKLK7 act -0.5, SIAE primary 2, DDE Tn7 FP inh 3, Tn6 DDE FP 0, TDP2 inh 11, UHRF1 binding -1, PRMT1 inh 1, MBD2 DNA inh 1 and LEDGF integ inh -2.
Cc1ccc(/C=c2\sc3n(c2=O)CN(c2cccc(Br)c2)CN=3)o1 was read as TCR CD3 inh 3, proKLK7 act 3.1, SIAE primary 2, DDE Tn7 FP inh 0, Tn6 DDE FP 6, TDP2 inh 8, UHRF1 binding -3, PRMT1 inh 34*, MBD2 DNA inh -2 and LEDGF integ inh 1.
